# D1 potentiator: Potentiators of Human D1 Dopamine Receptor: qHTS. potentiation, % at 10 µM. D(1A) dopamine receptor (Homo sapiens), P21728. AID 504651, 2011. HEK293 TREx D1 cells, calcium flux, dopamine EC20 potentiation. hit rate 0.036% among 360,000; in the data active means potentiation above about 30%; further: 0% is about no effect
# D1 antagonist: Antagonist of Human D 1 Dopamine Receptor: qHTS; D(1A) dopamine receptor (Homo sapiens), P21728; HEK293 TREx D1 cells, calcium flux, dopamine EC80; active compounds read low; activity change, negative = inhibition, % at 10 µM; hit rate 3.2% among 360,000; AID 504652, 2011; in the data active means activity change below about -30%; further: on the % scale 0 is the no-effect control and ±100 the full control effect
#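 Tetracycline-induced HEK293 T-REx cells with force-coupled D1 receptor were loaded with a no-wash calcium dye. Compound was added after a 10 s baseline and read kinetically for 180 s; EC80 dopamine was then added and calcium flux followed another 180 s.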
# D2 potentiator: HTS Assay for Positive Allosteric Modulators of the Human D2 Dopamine Receptor: Primary Screen for Potentiators; hit rate 0.34% among 340,000; HEK293 T-REx D2, calcium flux, EC20 dopamine potentiation; potentiation, % at 10 µM;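 active means potentiation over 3 SD above the plate norm, cut at about 30% in these data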; further: 0% is about no effect
#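 Potentiation of an EC20 dopamine calcium response is measured in a force-coupled, tetracycline-inducible Hek293 Trex D2 line. Compound-only kinetic reads over 180 s flag agonists before dopamine addition.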
# TRHR PAM: qHTS for Small Molecule Agonists and Allosteric Enhancers of Human TRH Receptor: Primary Screen for Enhancers; Thyrotropin-releasing hormone receptor (Homo sapiens), P34981; enhancement, % at 2 µM; TRHR cells, fluo-8 calcium fluorescence, EC20 TRH enhancement; hit rate 0.66% among 360,000; AID 493056, 2011; in the data active means enhancement above about 30%; further: 0% is about no effect
#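 Enhancer read-out: after compound pinning and an initial kinetic agonist-mode read, an EC20 of TRH (10 nM final) was injected and fluo-8 calcium signal (Ex 480/Em 530) followed at 1 s/cycle for 100 cycles in TRHR-expressing cells.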
# Apoferritin bind: qHTS Assay for Identification of Novel General Anesthetics; AID 485281, 2010; Potency, µM (titrated, usually from 77.5 µM), for inactives: at the top dose activity change, negative = displacement, actives largely listed as inhibitors; hit rate 0.074% among 350,000; apoferritin/1-aminoanthracene competitive binding, fluorescence; Ferritin light chain (Equus caballus), P02791; further: potency means the concentration at half of the fitted maximal effect; on the % scale 0 is the no-effect control and ±100 the full control effect; nearly all actives have a fitted effect of over 20% in size
# Target sequence (P02791 2-175 limits assumed): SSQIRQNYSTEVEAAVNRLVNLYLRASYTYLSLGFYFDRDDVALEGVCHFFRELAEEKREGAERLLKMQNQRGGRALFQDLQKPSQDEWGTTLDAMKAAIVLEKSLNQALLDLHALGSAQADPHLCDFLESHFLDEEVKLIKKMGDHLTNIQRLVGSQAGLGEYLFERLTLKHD
#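 Horse-spleen apoferritin (10 uM) was mixed with 50% saturated 1-aminoanthracene in PBS, exposed to compounds for 10 min at room temperature, and read for fluorescence (ex 380 nm, em 535 nm). Competitive displacement was fitted with a four-parameter Hill equation.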
# D1 agonist: Allosteric Agonists of the Human D1 Dopamine Receptor: qHTS; D(1A) dopamine receptor (Homo sapiens), P21728; HEK293 T-REx D1 cells, calcium flux, agonist mode; activation, % at 2 µM; hit rate 1% among 360,000; AID 504660, 2011; in the data active means activation above about 30%; further: 0% is about no effect
#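 Agonism was scored from calcium flux recorded over 180 s (1 read/s) after pintool compound addition, following a 10-cycle baseline. Cells were inducible force-coupled HEK293 TREx D1, plated overnight at 30 C and loaded with no-wash calcium dye.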
# RXFP1 antagonist: qHTS Assay for Antagonists of the Relaxin Receptor RXFP1 | HEK293-RXFP1, relaxin-stimulated cAMP HTRF, 30 min; active compounds read low | activity change, negative = inhibition, % at 57.5 µM | AID 1259400, 2018 | hit rate 0.59% among 350,000 | Relaxin receptor 1 (Homo sapiens), Q9HBX9;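 active means activity change of -60% or lower, but not beyond a set lower limit; inconclusive means change between -60% and -40%, or beyond the set limit; inactive means change above -40%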; further: on the % scale 0 is the no-effect control and ±100 the full control effect
# Target sequence (Q9HBX9 whole entry, looked up): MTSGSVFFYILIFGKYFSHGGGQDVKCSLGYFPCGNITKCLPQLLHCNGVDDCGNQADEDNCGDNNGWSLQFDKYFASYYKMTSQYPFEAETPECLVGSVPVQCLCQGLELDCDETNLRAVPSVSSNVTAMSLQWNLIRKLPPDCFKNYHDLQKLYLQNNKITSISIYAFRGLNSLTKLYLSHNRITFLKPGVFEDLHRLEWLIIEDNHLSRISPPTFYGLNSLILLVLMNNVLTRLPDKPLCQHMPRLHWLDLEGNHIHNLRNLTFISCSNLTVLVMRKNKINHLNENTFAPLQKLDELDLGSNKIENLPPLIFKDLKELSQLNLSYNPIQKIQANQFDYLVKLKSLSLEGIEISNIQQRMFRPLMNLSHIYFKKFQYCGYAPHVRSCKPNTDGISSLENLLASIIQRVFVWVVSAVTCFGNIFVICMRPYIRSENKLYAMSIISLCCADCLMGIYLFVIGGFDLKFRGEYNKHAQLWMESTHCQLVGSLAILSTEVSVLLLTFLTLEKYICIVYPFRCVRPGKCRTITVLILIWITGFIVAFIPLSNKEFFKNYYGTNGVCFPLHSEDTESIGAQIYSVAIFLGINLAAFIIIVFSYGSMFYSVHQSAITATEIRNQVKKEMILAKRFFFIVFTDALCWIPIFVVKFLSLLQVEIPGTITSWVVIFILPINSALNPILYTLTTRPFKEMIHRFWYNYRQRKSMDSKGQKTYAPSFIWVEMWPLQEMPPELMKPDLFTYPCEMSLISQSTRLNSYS
# RXFP1 agonist: qHTS Assay for Agonists of the Relaxin Receptor RXFP1; Potency, µM (top dose mostly 57.5 µM), without a hit: at the highest dose activation, usual class: activators; AID 2676, 2010; HEK293T-RXFP1 cAMP TR-FRET, 30 min; response scale: percent of porcine relaxin response, buffer zero; hit rate 0.3% among 370,000; Relaxin receptor 1 (Homo sapiens), Q9HBX9; further: potency means the concentration at half of the fitted maximal effect; on the % scale 0 is the no-effect control and ±100 the full control effect; nearly all actives have a fitted effect of over 60% in size; many of its hits are not listed in these tables
#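 HEK293 cells stably expressing RXFP1, treated 30 min at 37C with compounds plus PDE4 inhibitor Ro 20174; cAMP measured by HTRF TR-FRET. Normalized to buffer and 29 nM porcine relaxin; EC50 by Hill fit.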
# TRHR ag: qHTS for Small Molecule Agonists and Allosteric Enhancers of Human TRH Receptor: Primary Screen for Agonists. TRHR cells, calcium flux fluo-8, FDSS agonist mode. hit rate 0.18% among 360,000. activation, % at 2 µM. Thyrotropin-releasing hormone receptor (Homo sapiens), P34981; in the data active means activation above about 30%; further: 0% is about no effect
#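 TRHR-expressing cells loaded with fluo-8 calcium dye; 23 nL library compound pin-transferred, kinetic FDSS fluorescence (Ex 480/Em 530) recorded about 180 s for agonist-induced calcium release, before a 10 nM TRH EC20 addition for potentiator mode.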
# The depositor's hits bear a star; ? = inconclusive; . = not tested or not shown. Unless noted, the call rests on the fitted dose curve; in most records, active means well fitted curve in the direction sought with a large enough effect; inconclusive means small, poorly fitted or top-dose-only effect, or another doubt; inactive means no such curve, though single readings can be large; an effect the other way counts as inactive or inconclusive. The list is partial, so the mix of outcomes need not match the whole.
# Order of values: TRHR PAM | RXFP1 agonist | D2 potentiator | D1 potentiator | D1 antagonist | D1 agonist | RXFP1 antagonist | Apoferritin bind | TRHR ag
- O=C(C(=O)N1CCOCC1)c1cn(Cc2ccccc2)c2ccccc12
 : -14 | 0.2% | -24 | -6 | 10 | 2 | -12 | -10% | 0.0
- CCC(CC)NCc1c[nH]c2ccccc12
 : 1 | 1.2% | -22 | -11 | -11 | 2 | -11 | -3% | 1.2
- CCN1C[C@]2(CO)CC[C@H](OC)[C@@]34C2[C@H](OC)[C@@](O)(C13)[C@@]1(O)C[C@H](OC)[C@H]2C[C@@H]4[C@@H]1[C@H]2OC
 : 5 | -1.9% | 7 | 1 | 7 | 0 | -5 | 6% | 0.8
- COP(=O)(OC)C(NC(C)=O)C(Cl)(Cl)Cl (stereo unspecified)
 : 4 | 4.6% | 2 | -4 | -7 | 1 | -36 | -2% | -0.2
- COC(=O)C1=C(c2ccc(OC(F)(F)F)cc2)C[C@@H]2CC[C@H]1N2C(=O)NCC1CC1
 : -5 | -0.6% | -12 | 0 | . | 1 | . | . | -0.6
- Cc1c(NC(=O)C(C)OC(=O)Cc2ccccc2)c(=O)n(-c2ccccc2)n1C (stereo unspecified)
 : 3 | -0.3% | 0 | -3 | -2 | 1 | 24 | -6% | 0.6
- CC1CCC(C(=O)NC(C(=O)N2CCC3(CC2)OCCO3)C(C)C)CC1 (stereo unspecified)
 : 23 | -0.6% | 20 | 7 | -8 | 2 | 14 | -1% | 0.0
- O=C1N(c2ccc(Cl)cc2)C(c2cccnc2)N2CCCN12 (stereo unspecified)
 : 27 | 0.3% | 5 | -4 | -26 | 5 | 4 | -1% | 1.0
- CC(Cc1ccccc1)NC(=O)/C=C/C(=O)O (stereo unspecified)
 : -7 | -0.9% | -8 | -4 | -3 | 0 | 0 | 4% | 0.2
- O=C1C2C3CCC(C3)C2C(=O)N1c1ccc(OS(=O)(=O)c2ccccc2)cc1 (stereo unspecified)
 : -1 | 2.6% | 9 | -7 | -12 | 11 | 12 | ? | 0.2
- CC(=O)NC1C(OC(=O)Cc2ccccc2)OC(COC(C)=O)C(OC(C)=O)C1OC(C)=O (stereo unspecified)
 : 2 | -1.5% | -12 | -4 | . | -1 | -7 | -3% | 1.0
- O=C1/C(=C\c2ccncc2)N2CCC1CC2
 : -1 | -2.6% | 3 | -3 | 1 | 0 | 7 | 6% | 0.6
- O=C1NC(=O)N(c2ccccc2F)C(=O)/C1=C/c1ccc(Sc2nc3ccccc3[nH]2)o1
 : 5 | 12% | 10 | 5 | -10 | 116* | 6 | ? | 41*
- COC(=O)C1=C(c2c(C)noc2C)C[C@@H]2CC[C@H]1N2C(=O)N1CCOCC1
 : 1 | 1.8% | -3 | 1 | -28 | 0 | . | . | 0.1
- CC1C(C)N1CC(O)Cn1ccnc1[N+](=O)[O-] (stereo unspecified)
 : 10 | 8.0% | 5 | -3 | 13 | 2 | 3 | -9% | 0.7
- CN(C)CCN=Cc1c(O)n(CCC2=CCCCC2)c(=O)[nH]c1=O
 : 3 | 0.0% | -3 | -6 | 1 | 4 | -8 | -6% | -0.8
- CN1C(=O)/C(=C/c2ccc(Cl)s2)C(=O)NC1=S
 : 4 | 6.0% | 6 | 0 | 8 | 1 | -23 | -4% | 1.9
- Cc1nc(SCc2c(Cl)cccc2Cl)nc(OC(=O)N(C)C)c1C
 : -10 | 2.3% | -7 | 5 | 0 | 7 | -4 | -7% | -0.2
- Cc1nnc(NC(=O)c2cccn(Cc3cccc(Cl)c3)c2=O)s1
 : 5 | 11% | 0 | 2 | 26 | 1 | . | -10% | -0.1
- COc1ccc(CC(C)Nc2cccc(F)c2)cc1 (stereo unspecified)
 : 7 | -1.5% | -1 | -2 | -10 | 3 | -5 | ? | 0.1
- CCOC(=O)N(CC)c1ccc(C(O)(C(=O)OC)C(F)(F)F)cc1 (stereo unspecified)
 : 20 | 0.7% | 24 | 4 | -2 | 3 | 7 | -18% | 0.9
- Cc1ccc(NC(=O)N(Cc2ccc3c(c2)OCO3)C2CCN(Cc3ccccc3)CC2)cc1C
 : 10 | -0.7% | -12 | -4 | -8 | 20 | -19 | 5% | 3.7
- COc1ccc(-n2c(/C=C/c3ccc(O)c(O)c3)nc3ccccc3c2=O)cc1
 : 8 | 0.1% | 13 | 0 | -1 | 15 | -4 | -6% | 18
- CC1(O)CCN2C(=O)CCc3cccc1c32 (stereo unspecified)
 : -1 | 1.4% | 1 | . | -5 | 1 | -2 | . | 0.8
- CC1(C)C2SCC(=O)N2CCN1CC(=O)NN (stereo unspecified)
 : 6 | 1.5% | 8 | -5 | -1 | 2 | -6 | -5% | -1.6
- COc1cc(/C=C2\C(=O)NC(=O)N(c3ccc(C)cc3)C2=O)cc(OC)c1O
 : 0 | 0.0% | -13 | 2 | -15 | 1 | -4 | -12% | 1.2
- CN1CCN(c2nc(Cl)ncc2F)CC1
 : -2 | 4.4% | -7 | -11 | -32* | 4 | 9 | -3% | 1.0
- CN(C[C@H](Cc1ccccc1)N(C[C@H](Cc1ccccc1)N(CCC(C)(C)C)N=O)N=O)N=O
 : -1 | 2.2% | -20 | -4 | -13 | 1 | . | ? | 0.1
- CCOC(=O)c1ccc2[nH]c(-c3ccc(S(=O)(=O)F)cc3)cc(=O)c2c1
 : 4 | 3.8% | -9 | -2 | 7 | 2 | 5 | 3% | -1.1
- COC(=O)C1=C(c2ccc(F)cc2OCc2ccccc2)C[C@@H]2CC[C@H]1N2C(=O)NCc1ccc2c(c1)OCO2
 : -4 | 1.3% | 8 | 4 | . | 0 | . | . | -0.1

# Limited to RXFP1 agonist, for some of the entries so far:
smiles	RXFP1 agonist
COC(=O)C1=C(c2c(C)noc2C)C[C@@H]2CC[C@H]1N2C(=O)N1CCOCC1	1.8%
CC1CCC(C(=O)NC(C(=O)N2CCC3(CC2)OCCO3)C(C)C)CC1 (stereo unspecified)	-0.6%

# Record cards, as listed above. Order of screens: TRHR PAM | RXFP1 agonist | D2 potentiator | D1 potentiator | D1 antagonist | D1 agonist | RXFP1 antagonist | Apoferritin bind | TRHR ag
# CCN1C[C@]2(CO)CC[C@H](OC)[C@@]34C2[C@H](OC)[C@@](O)(C13)[C@@]1(O)C[C@H](OC)[C@H]2C[C@@H]4[C@@H]1[C@H]2OC is listed with 5 | -1.9% | 7 | 1 | 7 | 0 | -5 | 6% | 0.8
# O=C1NC(=O)N(c2ccccc2F)C(=O)/C1=C/c1ccc(Sc2nc3ccccc3[nH]2)o1 is listed with 5 | 12% | 10 | 5 | -10 | 116* | 6 | ? | 41*
# CN1C(=O)/C(=C/c2ccc(Cl)s2)C(=O)NC1=S is listed with 4 | 6.0% | 6 | 0 | 8 | 1 | -23 | -4% | 1.9

# The main list resumes; the two compounds before the break are reprinted first.
# Order of values: TRHR PAM | RXFP1 agonist | D2 potentiator | D1 potentiator | D1 antagonist | D1 agonist | RXFP1 antagonist | Apoferritin bind | TRHR ag
- CCOC(=O)c1ccc2[nH]c(-c3ccc(S(=O)(=O)F)cc3)cc(=O)c2c1
 : 4 | 3.8% | -9 | -2 | 7 | 2 | 5 | 3% | -1.1
- COC(=O)C1=C(c2ccc(F)cc2OCc2ccccc2)C[C@@H]2CC[C@H]1N2C(=O)NCc1ccc2c(c1)OCO2
 : -4 | 1.3% | 8 | 4 | . | 0 | . | . | -0.1
- COc1cc(/C=C2/C(=O)NC(=O)N(c3ccccc3)C2=O)ccc1O
 : -2 | 1.2% | -1 | 1 | -14 | 3 | 0 | -6% | -0.1
- CC(NCc1ccc(Cl)c(Cl)c1)C(O)c1ccccc1 (stereo unspecified)
 : 0 | 0.6% | 1 | -8 | -1 | 11 | -16 | -16% | 0.0
- O=C(COC(=O)c1ccccc1)Nc1ccc(Cl)cc1C(=O)c1ccccc1
 : 7 | -0.2% | 7 | 5 | -32* | 5 | -30 | -8% | -0.5
- CC1=C(C(=O)N2CCC3(CC2)OCCO3)C2(CCC(C)CC2)OC1=O (stereo unspecified)
 : 3 | -0.3% | -7 | -3 | -2 | -3 | -9 | 2% | 1.8
- COC(=O)C1=C(c2ccc(Cl)c(C(F)(F)F)c2)C[C@@H]2CC[C@H]1N2C(=O)N1CCOCC1
 : -8 | -1.5% | -5 | -2 | -4 | 0 | . | . | 1.0
- Cc1nc2ccccc2c(=O)n1-c1ccc([N+](=O)[O-])cc1
 : 1 | 9.3% | -2 | 0 | 1 | 3 | 3 | -6% | -2.4
- CC(Cl)(Cl)/C(=N/P(=S)(N1CCOCC1)N1CCOCC1)N1CCOCC1
 : -4 | 1.9% | 8 | -10 | -17 | 3 | 2 | -10% | -0.4
- CNC(C)Cc1ccccc1Sc1ccc(O)cc1 (stereo unspecified)
 : 1 | 0.3% | -21 | -17 | -59* | 20 | -3 | -10% | 0.8
- O=C1C2CCCN2C(c2cccnc2)N1c1ccc(Cl)cc1 (stereo unspecified)
 : 7 | 0.8% | 1 | 3 | 2 | 1 | 5 | -5% | 0.7
- Cc1ccccc1-n1c(-c2ccoc2)nc2ccccc2c1=O
 : 4 | 1.1% | 13 | -2 | 1 | 1 | 2 | -12% | -0.4
- CCn1cc(C(=O)c2ccccc2)c2ccccc21
 : -1 | 2.4% | -3 | -7 | 1 | 3 | 6 | -23% | -0.4
- O=c1c2ccccc2nc(/C=C/c2ccc3c(c2)OCO3)n1-c1ccccc1
 : 23 | 0.2% | -11 | -4 | -1 | 0 | -11 | -4% | -1.2
- C=C(C)c1cccc(C(C)(C)NC(=O)NC2CN3CCC2CC3)c1 (stereo unspecified)
 : 6 | 0.3% | -10 | -6 | 3 | 4 | -7 | -9% | 0.0
